# PMI act satM6P – human PMI activators, high substrate, primary screen, biochemical, fluorescence intensity, near-saturating mannose 6-phosphate | AID 1216, 2008 | 0.34% of 190,000 active | activation factor at 20 µM | Mannose-6-phosphate isomerase (Homo sapiens), P34949 | coupled PMI enzyme assay, resazurin fluorescence, 20 min; hits give high values; 1 = untreated enzyme, 0 = substrate-free blank;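 active = activation factor of 2 or more at 20 µM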
# Target sequence (P34949 whole entry, looked up): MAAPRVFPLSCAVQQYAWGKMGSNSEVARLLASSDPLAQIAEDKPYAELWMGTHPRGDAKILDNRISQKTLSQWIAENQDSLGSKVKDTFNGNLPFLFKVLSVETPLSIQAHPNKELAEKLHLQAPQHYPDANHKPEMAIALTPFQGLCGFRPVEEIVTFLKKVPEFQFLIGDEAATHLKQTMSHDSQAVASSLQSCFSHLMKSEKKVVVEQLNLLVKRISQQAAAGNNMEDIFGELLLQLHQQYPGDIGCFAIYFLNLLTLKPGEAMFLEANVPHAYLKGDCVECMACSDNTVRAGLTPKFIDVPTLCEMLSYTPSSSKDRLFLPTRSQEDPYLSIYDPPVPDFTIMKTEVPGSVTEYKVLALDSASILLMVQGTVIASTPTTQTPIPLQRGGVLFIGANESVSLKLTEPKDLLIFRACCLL
#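 Material: human phosphomannose isomerase with PGI, G6PDH, diaphorase coupling enzymes / Reagent: Man-6-P substrate 1.0 mM / Dosing: single compound dose of 20 µM, 1% DMSO final / Incubation: enzyme reaction with compound 20 min at room temperature / Signal: resorufin fluorescence (Ex 544/Em 590 nm) from resazurin via diaphorase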
# TNAP inh hi DEA – human TNAP enzyme inhibitors, primary screen, biochemical, luminescent, high phosphate acceptor level, uHTS; Alkaline phosphatase, tissue-nonspecific isozyme (Homo sapiens), P05186; 0.03% of 200,000 active; inhibition, % at 20 µM; purified TNAP, CDP-star luminescence, 1 M DEA; AID 1135, 2008;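 active = over 50% inhibition of tissue-nonspecific alkaline phosphatase at 20 µM in the single-dose screen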;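 note: plate controls were DMSO wells for no effect and EDTA-quenched wells as full inhibition for full effect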
# Target sequence (P05186 whole entry, looked up): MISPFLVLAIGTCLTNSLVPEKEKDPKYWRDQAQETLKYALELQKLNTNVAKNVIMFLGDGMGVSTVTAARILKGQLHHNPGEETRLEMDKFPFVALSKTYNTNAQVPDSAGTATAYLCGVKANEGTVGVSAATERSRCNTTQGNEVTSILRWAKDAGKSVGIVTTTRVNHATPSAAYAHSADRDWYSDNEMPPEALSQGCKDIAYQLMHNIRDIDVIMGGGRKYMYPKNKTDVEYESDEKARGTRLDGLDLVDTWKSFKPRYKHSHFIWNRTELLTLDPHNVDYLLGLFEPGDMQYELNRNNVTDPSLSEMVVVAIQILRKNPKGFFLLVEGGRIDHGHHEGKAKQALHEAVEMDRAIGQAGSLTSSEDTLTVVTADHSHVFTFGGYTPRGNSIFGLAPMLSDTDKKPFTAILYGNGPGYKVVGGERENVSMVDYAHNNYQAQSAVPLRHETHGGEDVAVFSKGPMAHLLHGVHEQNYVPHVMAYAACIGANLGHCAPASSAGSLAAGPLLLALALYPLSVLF
# Diaph act CS – compounds boosting diaphorase resazurin reduction – biochemical, uHTS, resorufin fluorescence, counter-screen for diaphorase-coupled primary assays, primary screen; Diaphorase/resazurin coupled assay, 16 min; hits give high values; 1 = vehicle wells, 0 = NADH-free wells; activation factor at 20 µM; 0.005% of 190,000 active;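 active = diaphorase activity raised at least twofold by the compound at 20 µM; inactive = activation factor below 2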
#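 System – purified diaphorase enzyme from Clostridium kluyveri · Input – enzyme 0.07 U/mL final · Also added – final NADH 0.114 mM, resazurin 0.1 mM · Measured by – fluorescence of resorufin, 544 nm excitation, 590 nm emission · Timing – 16 min enzyme reaction, ambient temperature · Measure – resorufin increase flagging diaphorase activators or reducers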
# PMI act – activators of human PMI, primary screen, biochemical, fluorescence intensity, near-Km mannose 6-phosphate; AID 1214, 2008; purified human PMI, coupled resazurin fluorescence, 20 min; hits give high values; 1 = vehicle control, 0 substrate-free wells; Mannose-6-phosphate isomerase (Homo sapiens), P34949; activation factor at 20 µM; 0.005% of 190,000 active;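 active = activation factor of 2 or more at 20 µM, relative to plate controls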
# Diaphorase inh – diaphorase inhibitors and chemical oxidizers, primary screen, counter-screen for diaphorase-coupled primary assays, biochemical, uHTS, resorufin fluorescence; inhibition, % at 20 µM; 0.69% of 190,000 active; diaphorase resazurin-to-resorufin fluorescence, NADH, 16 min; bacterial (C. kluyveri) enzyme, not human;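 active = primary screen inhibition at 20 µM above a set limit, cut at about 50% in these data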;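 note: plate controls were DMSO with full reaction for no effect and wells lacking NADH for full effect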
#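 material = Clostridium kluyveri diaphorase enzyme | amount = 0.14 U/mL diaphorase, enzyme working solution | schedule = incubation 16 min, room temperature | detection = fluorescence of resorufin formed from resazurin, Ex 544/Em 590 nm | benchmarks = positive control minus NADH, DMSO neutral control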
# bIAP activator – bovine intestinal alkaline phosphatase activators, primary screen, biochemical, bovine IAP, CDP-star luminescence; alkaline phosphatase, intestinal [Bos taurus]; purified bovine IAP, 30 min; hits give high values; fold of DMSO-control signal, blank-subtracted; activation factor at 20 µM; AID 1016, 2008; 0.17% of 200,000 active;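 active = activation factor of 2 or more at 20 µM, a signal rise over negative controls twice the positive control's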
# TNAP act hi DEA – TNAP activators at high phosphate acceptor level, primary screen, biochemical, luminescence, uHTS. AID 1136, 2008. 200,000 tested, under 10 active. activation factor at 20 µM. Alkaline phosphatase, tissue-nonspecific isozyme (Homo sapiens), P05186. purified TNAP, CDP-star luminescence, 1 M DEA, 30 min; hits give high values; 0 = EDTA background, 1 = DMSO-only activity;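 active = activation factor at least 2 at 20 µM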
#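 Dosing: 20 µM single point. System: human TNAP. Amount: TNAP 1/800 final. Incubation: 30 min, room temperature. Read-out: TNAP activation factor scaled between EDTA and DMSO control wells. Signal: luminescence from CDP-star hydrolysis. Medium: 1 M DEA, pH 9.8, Mg2+, Zn2+. Control set: EDTA negative control, DMSO positive control.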
# Lmaj promast – Leishmania major promastigote growth inhibition, primary screen; Leishmania major promastigotes, resazurin fluorescence viability; inhibition, % at 10 µM; 9% of 200,000 active; AID 1063, 2008; in the data active = inhibition above about 50%;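 note: promastigotes grown with compound for 44 hours at 28 °C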
# TNAP inh no acc – human TNAP enzyme inhibitors, primary screen, biochemical, luminescent, no phosphate acceptor, uHTS. 0.26% of 200,000 active. Alkaline phosphatase, tissue-nonspecific isozyme (Homo sapiens), P05186. inhibition, % at 20 µM. AID 1012, 2008. purified TNAP, CDP-star luminescence, 30 min;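 active = tissue-nonspecific alkaline phosphatase inhibition above about 50% at 20 µM in the single-dose screen, limit read from the data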;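 note: 0% = DMSO negative control and 100% = EDTA positive control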
# bIAP inhibitor – bovine intestinal alkaline phosphatase inhibitors, primary screen, selectivity assay for TNAP inhibitor project, biochemical, bovine IAP, CDP-star luminescence; alkaline phosphatase, intestinal [Bos taurus]; purified bovine IAP, 30 min; inhibition, % at 20 µM; 190,000 tested, under 10 active; AID 1019, 2008;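 active = over 50% inhibition of intestinal alkaline phosphatase at 20 µM in the single-dose screen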
#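 test system = bovine IAP enzyme | medium = DEA buffer 100 mM, pH 9.8, with MgCl2 1.0 mM, ZnCl2 0.02 mM | detection = luminescence | dosing = single compound dose of 20 µM, 2% DMSO final | incubation = 30 min reaction at room temperature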
# An asterisk follows results filed as active.
1) CCOc1ccc(N(CC(=O)Nc2ccc(OC)cc2)S(=O)(=O)c2c(C)noc2C)cc1
2) O=C(NCc1ccco1)c1cc(-c2cccnc2)nc2ccccc12
3) CCOC(=O)N1CCN(C(=O)/C(=C/c2cccc3ccccc23)NC(=O)c2ccc(OC)cc2)CC1
4) Cc1cccc(N2CCN(C(=S)Nc3ccc4nc(N5CCN(C)CC5)cc(C)c4c3)CC2)c1C
5) COc1ccc2nc(SCc3cccc(C)c3)nc(C)c2c1
6) COc1ccc2nc(SCc3nc(N)nc(Nc4ccccc4)n3)[nH]c2c1
7) CCCOc1ccc(NC(N)=O)cc1OCCC
8) CCCCSc1nc2c(cc1C#N)CCC2

Assay by compound	1	2	3	4	5	6	7	8
PMI act satM6P	0.9	1	0.8	0.8	1	0.9	1	1
TNAP inh hi DEA	-3	4	-2	-3	-2	-6	-5	0
Diaph act CS	0.9	0.9	0.7	1.7	0.9	0.8	0.9	0.9
PMI act	0.9	1	0.8	0.9	0.9	0.9	1	1
Diaphorase inh	15	8	26	-67	12	24	5	14
bIAP activator	1	1	0.9	1.1	0.7	1.5	0.9	0.7
TNAP act hi DEA	1	1	1	1	1	1.1	1	1
Lmaj promast	-2	-4	12	101*	-5	18	6	-3
TNAP inh no acc	17	-7	-5	-8	-13	-16	-11	-10
bIAP inhibitor	4	0	7	-10	25	-53	5	31

9) COc1ccc(NCc2nnc(SCCN3CCCCC3)n2-c2ccc(C)cc2)cc1
10) CCCOc1ccc(C2C(C(=O)c3ccc(C)o3)=C(O)C(=O)N2Cc2cccnc2)cc1 (configuration not stated)
11) CC(C)CC(NC(=O)C(NC(=O)OC(C)(C)C)C(C)C)C(N)=O (configuration not stated)
12) Cc1ccc(N2CN(Cc3ccco3)CNC2=S)cc1
13) O=c1cc(/C=C/c2cccs2)[nH]c2ccccc12
14) CN1CCN(NC(=O)c2cccc(F)c2)CC1
15) CC1(C)CNC(=O)c2sc(NC(=O)c3ccccc3Cl)nc2C1
16) CC(NC(=O)COC(=O)c1cc(NS(=O)(=O)c2ccc(Cl)c([N+](=O)[O-])c2)ccc1O)C1CC2CCC1C2 (configuration not stated)

Assay by compound	9	10	11	12	13	14	15	16
PMI act satM6P	0.9	1.1	0.9	1	0.9	1	0.9	0.9
TNAP inh hi DEA	0	-8	-15	1	-2	-5	-6	-1
Diaph act CS	1	0.8	1	0.9	0.9	0.9	1.1	0.8
PMI act	1	1.1	0.9	1	1	1	0.8	1
Diaphorase inh	-1	23	5	9	12	8	-8	22
bIAP activator	1	1	1.2	0.8	1	1	1	1
TNAP act hi DEA	1	1.1	1.1	1	1	1.1	1.1	1
Lmaj promast	2	-4	3	-2	7	-7	-5	-9
TNAP inh no acc	-3	-16	-6	-6	-6	-10	-9	0
bIAP inhibitor	-4	-5	-25	21	0	2	3	-2

17) CC1CC(=O)N(CC(=O)N2CCCC2)c2ccccc2S1 (configuration not stated)
18) O=C1c2cccc3cccc(c23)C(=O)N1OS(=O)(=O)c1ccc(Br)cc1
19) CC(C)(C)c1ccc(-c2nnc(SCC(=O)c3ccc4c(c3)OCCO4)o2)cc1
20) O=C(CCc1nc2ccccc2s1)OCc1ccccc1F
21) CCOC(=O)c1cc(-c2ccccc2)n(CCC(=O)O)c1C
22) CCCCCCn1cnc2c(c1=O)c1nc3ccccc3nc1n2/N=C/c1ccco1
23) CCn1c2ccccc2c2cc(NC(=O)C(C)Oc3ccccc3)ccc21 (configuration not stated)
24) CC(=O)N=Nc1[nH]c(N)c2ccccc12

Assay by compound	17	18	19	20	21	22	23	24
PMI act satM6P	0.9	0.8	1	0.9	1.1	1	0.7	0.7
TNAP inh hi DEA	-1	2	-1	-2	-8	-2	-3	-4
Diaph act CS	0.8	0.8	1.1	1	1	0.9	0.8	0.9
PMI act	0.8	0.8	1.1	0.9	1	1	0.7	1.1
Diaphorase inh	16	23	-10	-2	-4	6	18	10
bIAP activator	1	0.8	1	0.9	1.1	1	0.9	1.5
TNAP act hi DEA	1	1	1	1	1.1	1	1	1
Lmaj promast	-5	-6	-6	1	-7	13	-4	4
TNAP inh no acc	-8	-4	-3	-10	-14	-6	-11	-54
bIAP inhibitor	-4	23	-3	9	-12	0	7	-48

# Part of the list above in order of molar mass, lowest first:
21) CCOC(=O)c1cc(-c2ccccc2)n(CCC(=O)O)c1C
20) O=C(CCc1nc2ccccc2s1)OCc1ccccc1F
23) CCn1c2ccccc2c2cc(NC(=O)C(C)Oc3ccccc3)ccc21 (configuration not stated)
19) CC(C)(C)c1ccc(-c2nnc(SCC(=O)c3ccc4c(c3)OCCO4)o2)cc1
22) CCCCCCn1cnc2c(c1=O)c1nc3ccccc3nc1n2/N=C/c1ccco1

Assay by compound	21	20	23	19	22
PMI act satM6P	1.1	0.9	0.7	1	1
TNAP inh hi DEA	-8	-2	-3	-1	-2
Diaph act CS	1	1	0.8	1.1	0.9
PMI act	1	0.9	0.7	1.1	1
Diaphorase inh	-4	-2	18	-10	6
bIAP activator	1.1	0.9	0.9	1	1
TNAP act hi DEA	1.1	1	1	1	1
Lmaj promast	-7	1	-4	-6	13
TNAP inh no acc	-14	-10	-11	-3	-6
bIAP inhibitor	-12	9	7	-3	0

# Remaining list, next part.
25) COc1ccc(NC(=O)c2ccco2)cc1NC(=O)c1cccs1
26) Cc1cc2c(ncn2C(C)C)c(NS(=O)(=O)c2ccc(F)cc2)c1C
27) Nc1ccccc1N1CCOCC1
28) O=C(O)CCn1c(SCc2cccc3ccccc23)nc2ccccc21
29) Cc1nn(-c2cc(C)c3ccccc3n2)c2c1CCC2
30) NC(=O)c1ccccc1N/C=C/C(=O)c1ccco1
31) CCCC(=O)NC1=C(C#N)C2(CCCC2)Cc2ccccc21
32) COc1cccc(CNCc2ccc(C(=O)O)cc2)c1OC

Assay by compound	25	26	27	28	29	30	31	32
PMI act satM6P	0.9	1	1	1	0.9	1	1	1.1
TNAP inh hi DEA	-4	0	-5	-2	2	-3	-4	1
Diaph act CS	0.9	1	0.9	0.8	0.9	0.8	1	1
PMI act	0.9	1.1	1	0.9	0.9	0.9	1	1
Diaphorase inh	11	-4	14	15	7	23	-5	-4
bIAP activator	0.9	1.2	0.9	1	1	0.8	0.9	1
TNAP act hi DEA	1	1	1.1	1	1	1	1	1
Lmaj promast	16	14	-5	5	-3	-1	12	-2
TNAP inh no acc	-9	-11	-27	-12	-10	-4	-11	-1
bIAP inhibitor	10	-18	14	0	4	18	6	0

33) COCCCNC(=O)CSC1=Nc2ccccc2C2=NC(Cc3c[nH]c4ccccc34)C(=O)N12 (configuration not stated)
34) CC1CCN(CCCn2c(SCC(=O)Nc3ccccc3Cl)nc3ccccc3c2=O)CC1
35) COc1ccc(OCCCN2CCCC(C)C2)cc1 (configuration not stated)
36) COc1ccccc1C(=O)N1c2ccccc2Sc2ccccc21
37) N=C1c2ccccc2CN1NC(=O)COc1ccc(Cl)cc1
38) CN(CC(=O)NC1CCCc2ccccc21)C1CCCCC1 (configuration not stated)
39) Cn1c(N)c(C(=O)COC(=O)c2cc(C3CC3)nc3ccccc23)c(=O)n(C)c1=O
40) Cc1ccc(S(=O)(=O)N2CCN(S(C)(=O)=O)C2c2ccccc2)cc1 (configuration not stated)

Assay by compound	33	34	35	36	37	38	39	40
PMI act satM6P	0.8	1	1	0.9	1.3	1.1	1	0.9
TNAP inh hi DEA	-2	-1	-1	-4	-3	-8	-3	3
Diaph act CS	0.8	0.9	1	0.8	0.9	1.1	0.9	0.8
PMI act	0.9	0.9	1	0.9	1.4	1.1	1	0.9
Diaphorase inh	20	8	5	16	8	-13	11	16
bIAP activator	1	1.8	1	1	1.1	1.2	0.9	1
TNAP act hi DEA	1	1	1	1	1	1.1	1	1
Lmaj promast	-2	65*	97*	16	0	5	2	36
TNAP inh no acc	-8	-4	-15	-22	-13	1	-5	-7
bIAP inhibitor	3	-76	5	4	-8	-18	7	4

41) Cc1c2cnn(-c3ccccc3)c(=O)c2c(C)n1CCCC(=O)N1CCN(c2ncccn2)CC1
42) O=C(COC(=O)c1ccc(Cl)cc1O)NC(=O)C1CCCCC1
43) COc1ccc(OC)c(NC(=O)c2nc(-c3ccccc3)oc2C)c1
44) Cc1ccc(NC(=O)Cn2cccc2)c(Br)c1
45) CCn1c(SCc2ccc(Cl)c(Cl)c2)nnc1C(C)NC(=O)c1ccc(OC)cc1 (configuration not stated)
46) Cc1c(Cl)cccc1N(CC(=O)N1CCCCCC1)S(C)(=O)=O
47) CSc1nc2ccccc2c(=O)n1Cc1ccc(F)cc1
48) COc1ccc(C(O)c2nccc3cc(OC)c(OC)cc23)cc1OC (configuration not stated)
49) CCCCOc1cccc(-c2cc(C(=O)NNC(=S)NCC)c3ccccc3n2)c1
50) CCCCCCCC(O)CC(CC1CCCCC1)C(=O)NN (configuration not stated)

Assay by compound	41	42	43	44	45	46	47	48	49	50
PMI act satM6P	1	1	0.9	1	1	1	0.8	0.6	1.1	0.9
TNAP inh hi DEA	-7	-8	0	-8	-3	-8	-3	0	-5	4
Diaph act CS	0.7	1	0.9	0.9	0.9	0.8	0.8	0.9	1	0.9
PMI act	1	1.1	1	1	0.9	0.9	0.8	1	1.1	0.8
Diaphorase inh	26	0	9	9	6	18	17	11	3	9
bIAP activator	1	1.1	0.9	0.8	1	1	0.9	1.2	1	1
TNAP act hi DEA	1.1	1.1	1	1.1	1	1.1	1	1	1	1
Lmaj promast	-7	-9	-1	-5	-1	-4	2	2	-7	7
TNAP inh no acc	-14	-4	1	-19	-12	-15	-6	-10	-11	-7
bIAP inhibitor	-4	-7	10	16	-2	-3	7	-20	1	2

# Hits appear at their usual frequency. Share with any hit: about 10%.
